Compound activity deposited in PubChem by several laboratories.
iPSC survival up: increases survival of single human iPS cells; survival enhancement, % at 20 µM; AID 602274; hiPSC single-cell survival, ATPlite luminescence; 100% = ROCK inhibitor wells, 0% = DMSO; 360,000 tested, 0.044% active; in the data active means survival enhancement above about 18%;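 further: cells exposed to compounds for 16 hours before the ATP read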
H9c2 protect: myocardial damage modulation in H9c2 cells. H9c2 cardiomyocytes, H2O2 injury protection, ATPLite, 2 h. protection from H2O2 cell death, % at 20 µM. 360,000 tested, 0.63% active;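 active means compounds giving at least 50% protection of heart cells from peroxide-induced death in the single-dose screen, raw or plate-pattern-corrected value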;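 further: 0% = DMSO wells with peroxide and 100% = DMSO wells without peroxide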
ABCB6 inh 2: inhibitors of human ABC transporter ABCB6; Q9NP58; K562-ABCB6 porphyrin accumulation, flow cytometry, 1 h; stronger effect = lower value; fluorescence ratio to DMSO, % at 10 µM; 360,000 tested, 0.19% active;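 active means fluorescence ratio to DMSO below 75%, the collection mean minus 3 SD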;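 further: signal is porphyrin accumulated inside mitochondria; 100% equals median channel fluorescence of DMSO control wells; lower ratio means ABCB6 inhibition with less porphyrin fluorescence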
Target sequence (Q9NP58 whole entry, looked up): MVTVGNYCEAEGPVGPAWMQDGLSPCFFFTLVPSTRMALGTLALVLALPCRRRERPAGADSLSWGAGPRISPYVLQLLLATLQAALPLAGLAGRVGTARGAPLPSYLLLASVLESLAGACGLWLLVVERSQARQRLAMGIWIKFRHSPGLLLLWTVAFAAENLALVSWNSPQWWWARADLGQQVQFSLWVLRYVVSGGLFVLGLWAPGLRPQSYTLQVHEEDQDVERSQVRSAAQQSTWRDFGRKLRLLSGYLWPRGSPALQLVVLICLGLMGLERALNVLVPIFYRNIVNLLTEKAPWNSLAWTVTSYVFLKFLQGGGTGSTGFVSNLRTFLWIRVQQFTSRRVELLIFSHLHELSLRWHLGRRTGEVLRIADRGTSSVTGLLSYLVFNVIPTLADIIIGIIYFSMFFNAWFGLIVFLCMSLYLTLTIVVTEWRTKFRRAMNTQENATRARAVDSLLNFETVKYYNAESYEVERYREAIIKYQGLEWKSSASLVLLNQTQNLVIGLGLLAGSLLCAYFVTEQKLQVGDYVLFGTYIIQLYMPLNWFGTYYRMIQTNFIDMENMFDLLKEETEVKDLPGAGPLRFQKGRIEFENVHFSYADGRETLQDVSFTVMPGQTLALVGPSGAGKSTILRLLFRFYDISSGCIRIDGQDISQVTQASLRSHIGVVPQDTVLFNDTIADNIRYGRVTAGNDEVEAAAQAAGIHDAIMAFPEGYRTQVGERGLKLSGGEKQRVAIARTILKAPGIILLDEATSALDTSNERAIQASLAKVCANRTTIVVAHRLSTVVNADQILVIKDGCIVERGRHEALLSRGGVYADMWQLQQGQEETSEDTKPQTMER
m5-HT2A agonist: mouse HTR2A agonism via beta-arrestin recruitment; P35363; CHO-K1 mHTR2A beta-arrestin complementation, luminescence; percent of 30 µM serotonin response; activation, % at 7.6 µM; 360,000 tested, 0.66% active;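 active means activation above a run cutoff, the mean activation of all tested compounds plus 3 SD, cut at about 14% in these data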;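 further: 0% = plate median of compound wells and 100% = 30 µM serotonin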
Glyco luc inh: blocks N-linked glycosylation in D54 reporter cells. D54 ERlucT glycosylation luciferase reporter, 24 h; percent of 100 nM tunicamycin response. reporter increase, % at 12.5 µM. 360,000 tested, 0.23% active;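 active means mean luciferase reporter signal, scaled so untreated is 0 and the glycosylation-blocking control 100, at or above a set limit in every replicate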;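 further: luciferase carries N-glycosylation sites so blocking glycosylation raises the light; 0% = median of neutral control wells and 100% = median of 100 nM tunicamycin wells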
Granule exo inh: blocks lytic granule exocytosis. TALL-104 LAMP-1 surface exposure, flow cytometry; cells stimulated with thapsigargin and PMA. inhibition, % at 10 µM. 360,000 tested, 0.66% active;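 active means inhibition above about 55%, limit read from the data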
MC4R barr agon: activates human MC4R beta-arrestin recruitment; P32245; U2OS MC4R beta-arrestin complementation, luminescence; percent of melanotan II response, DMSO zero; activation, % at 8.9 µM; 360,000 tested, 0.98% active;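 active means activation above a per-plate cutoff, the mean activation of sample wells on that plate plus 3 SD, cut at about 8% in these data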
MC4R antagonist: antagonists of human melanocortin 4 receptor (MC4R) | P32245 | MC4R-expressing cells, MTII-stimulated cAMP, LANCE TR-FRET | inhibition, % at 6.5 µM | 360,000 tested, 0.48% active | AID 540295;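 active means inhibition above its plate's cutoff, the mean of tested wells on that plate plus 3 SD, cut at about 29% in these data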;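 further: 0% = Melanotan II alone and 100% = Melanotan II plus saturating MCL0020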
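Assay system: U2OS-MC4R stable cell line; Also added: Melanotan II; Technique: Eu-cAMP/anti-cAMP TR-FRET, emission 671 nm; Times: 30-min compound, 1-h challenge, 1-h detection, room temperature.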
aDG glyco up: alpha-DG glycosylation activation. Pro5-aDG cells, alpha-DG glycosylation AlphaScreen (IIH6); 0% Pro5, 100% B10-LARGE cell signal. activation, % at 10 µM. 360,000 tested, 0.22% active;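 active means activation of at least 8% versus controls, or a plate z-score of at least 8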;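 further: Pro5 are CHO cells carrying HIG-tagged alpha-DG that lacks glycosylation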
ABHD5-PLIN5 inh: ABHD5-PLIN5 protein interaction inhibition; inhibition, % at 4 µM; Q00G26+Q8WTS1; 360,000 tested, 0.78% active; Split G. princeps luciferase complementation, luminescence, 4 h;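 active means inhibition above the mean inhibition across every tested compound plus 3 SD, cut at about 22% in these data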;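 further: 0% = DMSO only wells and the 100% control is not disclosed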
* = called active by the depositor; / = not tested or not shown.

SMILES | iPSC survival up | H9c2 protect | ABCB6 inh 2 | m5-HT2A agonist | Glyco luc inh | Granule exo inh | MC4R barr agon | MC4R antagonist | aDG glyco up | ABHD5-PLIN5 inh
O=C(CCCCO)CCCCCCCC[C@H]1N[C@H](CO)[C@H](O)[C@@H]1O[C@@H]1O[C@H](CO)[C@@H](O)[C@H](O)[C@H]1O | 0.7 | 1 | 94 | 0 | 0 | -1 | -0.7 | 5 | 0.0 | 3
COc1ccc(NC(=O)C2C3CCC(C3)C2C(=O)O)cc1OC (stereo not drawn) | 0.4 | 12 | 93 | 2 | 2 | 2 | 0.4 | 9 | 0.0 | 1
CC1C(=O)c2ccccc2CC1C(=O)O (stereo not drawn) | 0.4 | 2 | 99 | -1 | 3 | 4 | -0.3 | 8 | 0.0 | -9
O=c1ccc2cc([N+](=O)[O-])c(CCO)cc2o1 | 4.2 | 10 | 94 | -3 | 3 | -26 | -1.6 | 6 | -0.3 | 0
COc1ccc(N(CC(=O)N2CCc3ccccc32)S(=O)(=O)c2c(C)nn(C)c2C)cc1 | 1.6 | 18 | 102 | 5 | 1 | 3 | 0.1 | 10 | -0.1 | 7
Cc1ccc(S(=O)(=O)/N=C2\C(=O)c3ccccc3C([O-])=C2n2cc[n+](CCC(C)C)c2)cc1 | -1.7 | -17 | 99 | 0 | 5 | -6 | -0.7 | -5 | 3.5 | -9
Cc1ccc(C(=O)NNC(=O)c2ccccc2-n2cccc2)cc1 | 0.5 | 6 | 98 | 3 | 2 | 1 | -3.9 | 7 | 0.0 | 2
COc1ccc(S(=O)(=O)N2CCN(C(=O)C3CC3)CC2)cc1Br | -0.6 | -5 | 105 | -6 | 3 | -3 | 1.1 | 4 | 0.2 | -10
Cc1ccc(OCC(O)Cn2c(=N)n(CCN3CCOCC3)c3ccccc32)cc1 (stereo not drawn) | 0.1 | 14 | 97 | -2 | 2 | -2 | -1.3 | 2 | -0.1 | 0
CCCCNC(=O)C(NC(=O)Cc1cc(OC)cc(OC)c1)C(=O)c1ccccc1 (stereo not drawn) | / | / | / | 0 | / | 0 | / | / | -0.1 | -7
CS(=O)(=O)N1CCc2cc(C(=O)Nc3cccc([N+](=O)[O-])c3)ccc21 | -0.2 | 6 | 97 | 7 | -2 | 2 | -1.7 | 4 | -0.1 | 3
O=C(NCc1ccc2c(c1)OCO2)c1nc(Cn2ccc([N+](=O)[O-])n2)no1 | -0.4 | -1 | 97 | 6 | -2 | 0 | -0.9 | 31* | 0.0 | 1
O=C(NNC(=O)c1ccccc1Br)c1ccc(SCC2CCCO2)c([N+](=O)[O-])c1 (stereo not drawn) | 0.6 | -1 | 98 | -5 | 3 | -3 | -0.1 | 15 | 0.1 | -10
O=C(CSc1nnc(CCCOc2ccc(Cl)cc2Cl)o1)Nc1ccc(C(=O)O)cc1 | 2.9 | -3 | 105 | -2 | 5 | -4 | -2.6 | 5 | -0.1 | 6
NC(=O)c1cc(-c2ccccc2)sc1NC(=O)CN1CCCCC1 | -2.7 | 3 | 100 | -5 | 0 | 0 | -0.8 | 16 | 0.2 | -6
CC(C)N(Cc1nc(-c2ccccc2)no1)C(=O)CN(C)S(=O)(=O)c1ccc(Br)cc1 | -1.1 | -5 | 99 | -4 | -2 | -2 | -0.1 | 2 | 0.4 | -3
CCOC(=O)c1c(C)[nH]c(C(=O)OCC(=O)Nc2ccc(Cl)cn2)c1C | -1.8 | 1 | 95 | 4 | 1 | 3 | -1.2 | 4 | 0.2 | 3
CSCC(C)N1CCC(n2nccc2NC(=O)CCc2ccccc2)CC1 (stereo not drawn) | 0.0 | -2 | 104 | 2 | -3 | -1 | -3.1 | 5 | -0.1 | -7
OCCC1CN(Cc2ccc(F)cc2Cl)CCN1CCc1ccccc1 (stereo not drawn) | -0.2 | 6 | 87 | -4 | 0 | 24 | -0.7 | 0 | 0.0 | -4
Cc1cccc(NC(=O)c2ccc(OCc3c(C)noc3C)cc2)n1 | -0.2 | 1 | 93 | 2 | 2 | 9 | -1.2 | 8 | -0.1 | 5
COc1cccc(NC(=S)N(Cc2cccc(Br)c2)CC2CCC(C(=O)O)CC2)c1 (stereo not drawn) | -0.3 | 6 | 104 | 0 | -2 | 7 | 1.5 | 2 | 0.0 | 9
Nc1cc(=O)[nH]c2ncnn12 | 4.2 | 4 | 103 | 5 | 0 | -2 | 0.2 | 0 | 0.0 | 6
CNS(=O)(=O)c1cccc(C(=O)NCC2(N3CCOCC3)CCCCC2)c1 | 1.5 | 2 | 95 | 1 | 0 | 0 | -0.9 | 14 | 0.2 | -4
COC(=O)C1=CN(c2ccc(C(C)(C)C)cc2)C(N)=C(C#N)C1c1cccc2ccccc12 (stereo not drawn) | / | / | / | -2 | / | -6 | / | / | 0.2 | -2

In the list so far, these have bromine:
SMILES | iPSC survival up | H9c2 protect | ABCB6 inh 2 | m5-HT2A agonist | Glyco luc inh | Granule exo inh | MC4R barr agon | MC4R antagonist | aDG glyco up | ABHD5-PLIN5 inh
COc1ccc(S(=O)(=O)N2CCN(C(=O)C3CC3)CC2)cc1Br | -0.6 | -5 | 105 | -6 | 3 | -3 | 1.1 | 4 | 0.2 | -10
O=C(NNC(=O)c1ccccc1Br)c1ccc(SCC2CCCO2)c([N+](=O)[O-])c1 (stereo not drawn) | 0.6 | -1 | 98 | -5 | 3 | -3 | -0.1 | 15 | 0.1 | -10
CC(C)N(Cc1nc(-c2ccccc2)no1)C(=O)CN(C)S(=O)(=O)c1ccc(Br)cc1 | -1.1 | -5 | 99 | -4 | -2 | -2 | -0.1 | 2 | 0.4 | -3
COc1cccc(NC(=S)N(Cc2cccc(Br)c2)CC2CCC(C(=O)O)CC2)c1 (stereo not drawn) | -0.3 | 6 | 104 | 0 | -2 | 7 | 1.5 | 2 | 0.0 | 9

Other structures follow.
SMILES | iPSC survival up | H9c2 protect | ABCB6 inh 2 | m5-HT2A agonist | Glyco luc inh | Granule exo inh | MC4R barr agon | MC4R antagonist | aDG glyco up | ABHD5-PLIN5 inh
Nc1nc(NCc2ccco2)nc(Nc2ccccc2)c1[N+](=O)[O-] | 0.4 | 5 | 94 | 9 | -1 | 2 | 1.4 | -13 | 0.0 | 0
CCCCCCCCN1[C@@H](CC(=O)O)c2ccc(C(F)(F)F)cc2S1(=O)=O | -0.3 | 5 | 92 | -5 | 2 | -1 | -1.1 | -1 | 0.1 | 10
CCOc1ccc(/C=C/C(=O)Nc2ccc(OC)cc2[N+](=O)[O-])cc1 | -1.6 | -10 | 94 | 4 | 0 | 5 | 34* | -9 | 0.1 | -3
O=C(O)CCCCCNC(=O)OCC1c2ccccc2-c2ccccc21 | -0.1 | -6 | 86 | 5 | -1 | -18 | -0.1 | 8 | -0.2 | 1
CCc1ccccc1NC(=O)c1nnn(CC(=O)Nc2cccc(C)c2C)c1N | 1.9 | -13 | 89 | 11 | -1 | 2 | 0.0 | -5 | 0.0 | 1
CCOc1ccccc1NC(=O)NC(=O)N(C)S(=O)(=O)c1ccc(C)cc1 | 2.3 | -4 | 90 | 3 | 3 | -2 | 0.3 | -1 | 0.4 | 0
C1=C(c2cc3ccccc3cn2)CCCC1 | -1.5 | -7 | 94 | -4 | -3 | -17 | -2.2 | -2 | -0.1 | -9
CC(C)c1c(C(=O)N/N=C/c2ccsc2)nnn1-c1nonc1N | -0.4 | -3 | 104 | -13 | 1 | 3 | -2.3 | -5 | -0.3 | 2
CSc1ccccc1C(=O)NCc1ccc(C)cc1 | 0.2 | 2 | 94 | 0 | 1 | -1 | 2.5 | -5 | -0.2 | -2
O=C1CC(c2ccccc2)Cc2nc3ncnn3cc21 (stereo not drawn) | 9.6 | 3 | 101 | 0 | 3 | 2 | -1.0 | -1 | -0.1 | 0
Cc1ccc(-c2csc(NC(=O)c3cccs3)n2)cc1 | 2.4 | -24 | 96 | -4 | 3 | 2 | 0.0 | 1 | 0.2 | -5
N#Cc1c(NC(=O)CSc2ncn[nH]2)sc2c1CCCC2 | 0.5 | -33 | 153 | 3 | -4 | 1 | -0.1 | -1 | 0.1 | 5
Cc1ccccc1OCCNC(=O)CSc1ccc(C(F)(F)F)cc1[N+](=O)[O-] | 3.7 | -2 | 70* | -6 | 2 | -5 | 1.3 | -4 | 0.1 | -7
O=C1c2cnccc2CN1Cc1ccccc1 | -2.1 | 0 | 105 | 3 | / | 2 | -0.3 | -2 | -0.1 | 0
CCOC(=O)c1sc(=S)n(Cc2ccccc2)c1C | -0.2 | -3 | 98 | 1 | -4 | -23 | 1.9 | 0 | -0.1 | 1
O=C(Cn1cnc2c(nnn2-c2ccccc2)c1=O)N1CCCc2ccccc21 | 5.0 | 13 | 93 | 3 | -1 | 1 | 0.9 | -4 | -0.5 | -2
Cc1ccc(NC(=O)c2cc(=O)[nH]c3ccccc23)cc1C | -0.7 | 2 | 96 | -1 | -3 | -25 | -2.5 | 1 | 0.1 | -5
COc1ccc(OC)c(C(=O)NC(CC(N)=O)c2ccc(NCc3ccccn3)c([N+](=O)[O-])c2)c1 (stereo not drawn) | -0.1 | 5 | 97 | -3 | 1 | -1 | 0.0 | 16 | -0.1 | -2
COc1ccc(NC(=O)CCCc2nnc3n(C)c(=O)c4sccc4n23)cc1 | 0.3 | 5 | 100 | -5 | 2 | 0 | -1.4 | 3 | 0.0 | 1
Cc1csc(=O)n1CC(=O)OCC(=O)NC(C)c1ccc(F)cc1 (stereo not drawn) | -0.3 | 6 | 105 | 1 | 1 | 0 | 0.6 | 9 | -0.5 | -2
CCOC(=O)CC1C(=O)NCCN1S(=O)(=O)c1ccc(Cl)cc1 (stereo not drawn) | -0.7 | -3 | 101 | 0 | 1 | -1 | -0.9 | 4 | 0.1 | 4
CC(C)c1nc(SCC(=O)N2CC(=O)Nc3ccccc32)c2ccccc2n1 | -0.7 | -6 | 98 | 1 | -1 | -4 | -1.0 | 3 | 1.1 | 4
Cc1cc(C)c(S(=O)(=O)c2ccccc2C)c(N(C)C)n1 | 1.3 | 3 | 97 | -1 | -2 | -1 | 1.3 | 13 | 0.1 | -6
CCOC(=O)N1CCN(C(=O)COc2cc(=O)n(C)c3ccccc23)CC1 | 2.2 | 3 | 93 | -2 | 8 | 2 | -2.3 | -1 | -0.2 | -3
COc1ccc(C(=S)N2CCOCC2)cc1OC(=O)c1cccc([N+](=O)[O-])c1 | 0.1 | 8 | 96 | 9 | 1 | -2 | -0.3 | 3 | 0.0 | -3
CCc1ccc(CC2S/C(=C(\C#N)C(C)=O)NC2=O)cc1 (stereo not drawn) | -0.6 | -14 | 97 | 4 | -10 | 1 | 0.5 | 5 | -0.1 | -9
COc1ccccc1NC(=S)NC(NC(=O)c1ccco1)C(Cl)(Cl)Cl (stereo not drawn) | -0.6 | 5 | 96 | 1 | 2 | -2 | -0.9 | -5 | -0.1 | 0
COCCNC(=O)C(c1ccc(F)cc1)N(C(=O)CCC(=O)Nc1ccccn1)C1CCCCC1 (stereo not drawn) | -0.7 | 2 | 99 | 1 | 2 | -6 | -0.5 | 2 | -0.1 | -2
CCc1cc2c(=O)n(Cc3ccco3)c(SCC(=O)NC3CCS(=O)(=O)C3)nc2s1 (stereo not drawn) | -0.4 | 1 | 92 | 0 | 8 | -1 | -1.5 | 14 | 0.1 | 22
COc1ccc(N2CCN(C(=O)c3nc4nc(C)cc(C)n4n3)CC2)cc1 | -0.5 | -2 | 96 | -2 | 0 | 2 | 0.0 | 15 | 0.1 | -5
